Pf growth 48h – P. falciparum growth inhibition at 48 hours (one generation); P. falciparum luciferase growth in erythrocytes, 48 h; Potency, µM (highest dose often 28.7 µM), without a hit: at the highest dose activity change, negative = inhibition, hits mostly inhibitors; 5.9% of 310,000 active; further: potency means the concentration at half of the fitted maximal effect; on the % scale 0 is the no-effect control and ±100 the full control effect
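In quantitative HTS format, infected erythrocytes bearing luciferase-reporter parasites were treated for a single generation at 37 C. Luminescence after adding detection reagent served as the growth measure.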
Shiga toxin inh – blocks Shiga toxin action in Vero cells | inhibition, % at 38.7 µM | 9.2% of 290,000 active | Vero cells, Shiga toxin protein synthesis inhibition reporter; in the data active means inhibition mostly above about 28%, no sharp cut-off; inactive means mostly below about 43%; further: 0% is about no effect
CHX counter – counter-screen for Shiga toxin inhibitors: cycloheximide protein synthesis inhibition; 12% of 300,000 active; cell reporter, cycloheximide protein synthesis inhibition counterscreen; max response, %; AID 2314; in the data active means max response mostly above about 13%, no sharp cut-off; inactive means mostly below about 14%; further: read at 38.3 µM for the half of the compounds with a filed dose; 0% is about no effect
AMA1 RON2 block – AMA1-RON2 (P. falciparum) interaction inhibition; 0.2% of 360,000 active; Potency, µM (highest dose often 58.2 µM), for the others: at the highest dose activity change, negative = inhibition, hits mostly inhibitors; AID 720542; AlphaScreen AMA1-biotinylated RON2 peptide binding;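 further: potency means the concentration at half of the fitted maximal effect; 0% = vehicle wells and -100% = peptide control; nearly all actives have a fitted effect of over 45% in size; some results filed as inactive show a strong effect at the top dose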
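AMA1 (3D7) with his tag at 25 nM final met compounds first, then biotinylated RON2 peptide at 25 nM; detection used donor plus acceptor beads, 10 µg/mL apiece, read by AlphaScreen after 30 min at room temperature.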
Pf growth 96h – P. falciparum growth inhibition at 96 hours; P. falciparum luciferase reporter growth, 96 h; 6.9% of 320,000 active; AID 504834; Potency, µM (doses to about 28.7 µM), for the others: at the highest dose activity change, negative = inhibition, most hits filed as inhibitors; further: potency means the concentration at half of the fitted maximal effect; on the % scale 0 is the no-effect control and ±100 the full control effect
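Readout is luminescence from an integrated firefly luciferase in P. falciparum. Red cells, 2% hematocrit and 0.05% parasitemia final, were cultured with compound through two parasite generations (96 hours) at 37 C, 5% CO2.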
LmPK inhibitor – blocks Leishmania mexicana pyruvate kinase activity; 0.37% of 290,000 active; Q27686; purified LmPK, Kinase-Glo ATP luminescence, 1 h; AID 1721; Potency, µM (series often up to 57.5 µM), inactives show at the highest dose activity change, negative = inhibition, usual class: inhibitors; further: potency means the concentration at half of the fitted maximal effect; on the % scale 0 is the no-effect control and ±100 the full control effect
Target sequence (Q27686 whole entry, looked up): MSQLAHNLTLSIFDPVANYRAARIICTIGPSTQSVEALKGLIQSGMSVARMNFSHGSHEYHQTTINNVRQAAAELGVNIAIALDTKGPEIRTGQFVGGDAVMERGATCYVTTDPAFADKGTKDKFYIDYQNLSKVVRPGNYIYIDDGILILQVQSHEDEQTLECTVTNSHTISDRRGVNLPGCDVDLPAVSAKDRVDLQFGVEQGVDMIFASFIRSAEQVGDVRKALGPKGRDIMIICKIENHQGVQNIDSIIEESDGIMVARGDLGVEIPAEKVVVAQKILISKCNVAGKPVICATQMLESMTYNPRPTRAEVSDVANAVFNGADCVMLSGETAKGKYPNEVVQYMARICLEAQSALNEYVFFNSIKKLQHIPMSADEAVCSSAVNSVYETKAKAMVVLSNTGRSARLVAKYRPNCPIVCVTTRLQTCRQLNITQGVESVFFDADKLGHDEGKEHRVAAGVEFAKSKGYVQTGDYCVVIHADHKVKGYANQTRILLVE
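Kinase-Glo luminescence read after 1 h RT reaction of 0.1 nM LmPK with 0.5 mM PEP and 0.1 mM ADP. Activity scaled between uninhibited and enzyme-free controls.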
TbPYK inhibitor – inhibitors of Trypanosoma brucei pyruvate kinase. TbPYK enzyme, Kinase-Glo Plus ATP luminescence, 45 min. Potency, µM (highest dose often 76.8 µM), for the others: at the top dose activity, negative = inhibition, usual class: inhibitors. Q57TT1. 0.12% of 410,000 active; further: potency means the concentration at half of the fitted maximal effect; on the % scale 0 is the no-effect control and ±100 the full control effect; nearly all actives have a fitted effect of over 50% in size
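Activity of T. brucei pyruvate kinase was followed by Kinase-Glo Plus luminescence after the enzyme reacted 45 min at room temperature with 130 uM ADP (final) and substrate. Test compounds were added before ADP at multiple concentrations.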
* hit, by the source's call; ? = inconclusive; nt = no result given; & = joins results of further samples; [ ] = another dose, or the depositor's remark. Unless noted, the call rests on the fitted dose curve; in most records, active means well fitted curve in the direction sought with a large enough effect; inconclusive means small, poorly fitted or top-dose-only effect, or another doubt; inactive means no such curve, though single readings can be large; an effect the other way counts as inactive or inconclusive.

Compound	Pf growth 48h	Shiga toxin inh	CHX counter	AMA1 RON2 block	Pf growth 96h	LmPK inhibitor	TbPYK inhibitor
O=C(NCCc1nc2ccccc2[nH]1)c1ccco1	31%[activator]	-3	-3	-3%	-9%	2%	-5%
Cc1c(C(=O)NCCSCc2ccccc2Cl)cccc1[N+](=O)[O-]	?	-3	-4	-16%	64%[activator]	-6%	-4%
COc1ccc(NC(=O)CN(C)C(=O)C2=COCCO2)cc1	4%	nt	nt	-2%	31%[activator]	nt	-2%
O=C(/C=C/c1ccc(Cl)cc1)NCCCn1ccnc1	-3%	63	13*	-2%	-25%	-7%	2%
COCCCNC(=O)C1CC(=O)N(CCc2ccc(OC)c(OC)c2)C1 (centres undefined)	41%[activator]	6	-4	-4%	?	-3%	-14%
CN(Cc1cccs1)C(=O)C1CC(=O)N(Cc2ccccc2)C1 (centres undefined)	36%[activator]	nt	nt	37%[activator]	34%[activator]	nt	1%
O=C(NCC1CCCO1)C1CCCN(S(=O)(=O)c2cc(Cl)ccc2Cl)C1 (centres undefined)	-5%	-3	-4	-4%	-8%	-4%	-7%
O=C1CC(/C=C/c2ccco2)=Nc2ccccc2N1	nt	-10	-2	-11%	28%	2%	-10%
Cc1ccccc1NC(=O)c1ccc(C)c(S(=O)(=O)Nc2ccccn2)c1	-6%	-6	-2	1%	-10%	-8%	-9%
Cc1ccc(NC(=O)C2CC(=O)NC(Nc3cccc(C)c3)=N2)cc1 (centres undefined)	16%	-21	-2	1%	2.1µM*	-10%	0%
CCN1CCN(S(=O)(=O)c2ccc(S(=O)(=O)NCC3CCCO3)cc2)CC1 (centres undefined)	-14%	-3	2	6%	8%[5.75 µM]	0%	-10%
COC(=O)c1ccc(NC(=S)NCCc2cccc(C)c2)cc1	?	2	-1	5%	?	9%	7%
CCCCn1c(N)c(N(CC(C)C)C(=O)Cn2c(=O)cnc3ccccc32)c(=O)[nH]c1=O	0%	nt	nt	5%	-4%	nt	4%
Cc1ccc(NC(=S)NCCCN2CCOCC2)cc1C	20%	-9	4	-4%	-13%	3%	0%
Cc1cc(N2C(=O)C(O)=C(C(=O)c3ccc(C)o3)C2c2cccc(Oc3ccccc3)c2)no1 (centres undefined)	35%[activator]	1	21	16%	88%[activator]	0%	-5%
Cc1cc(C)n(C(=O)COc2ccc(Cl)cc2Cl)n1	9%	-55	-4	11%	-15%	9%	0%
CCOc1ccc(C(=O)C2CCN(C(=O)c3ccccc3C(=O)O)CC2)cc1	12%	-2	-2	-2%	nt	0%	-5%
Cc1cccc(Nc2nnc(SCC(=O)c3ccc(Br)s3)s2)c1C	?	12	8	40%[activator]	?	0%	-28%
C=CCn1c(=O)c(C=Nc2cccc([N+](=O)[O-])c2)c(O)n(CCCC)c1=O	7%	-9	-1	0%	207%[activator]	5%	-9%
O=C(CCCc1ccccc1)NC1CC1	7%	15	8	-5%	28%	1%	-6%

Next results.
Compound	Pf growth 48h	Shiga toxin inh	CHX counter	AMA1 RON2 block	Pf growth 96h	LmPK inhibitor	TbPYK inhibitor
O=C(/C=C/c1ccccc1[N+](=O)[O-])NCCCN1CCCC1=O	7%	-19	17	38%[activator]	-13%	-12%	0%
Oc1cc(Cl)cc(Cl)c1Cl	1%	nt	nt	3%	?	nt	6%
CCc1ccccc1NC(=O)COC(=O)c1c(C)nsc1NC	-18%	nt	nt	9%	20%	nt	-18%
Cc1ccc(C)c(N(CC(=O)NCc2ccco2)C(=O)CCC(=O)Nc2ccccn2)c1	15µM*	23	14	-7%	?	4%	-6%
CC(=O)c1c(C)[nH]c(C(=O)OCC(=O)N2CC(C)OC(C)C2)c1C (centres undefined)	1%	nt	nt	-9%	-6%	nt	3%
O=C(O)C1C2C=CC(C2)C1C(=O)NCCc1cccc(Cl)c1 (centres undefined)	4%	2	2	5%	71%[activator]	-1%	5%
CCCCCC(=O)Nc1cccc(C2=NOC3(C2)C[C@@H](C(N)=O)N(C(=O)c2cc([N+](=O)[O-])cc([N+](=O)[O-])c2C)C3)c1 (some centres undefined)	?	-9	-2	2%	?	3%	-11%
O=C(NCc1ccc(F)cc1)C(c1cccnc1)N(C(=O)c1csnn1)c1ccccc1 (centres undefined)	-26%	-7	-4	-6%	10µM*	-1%	-7%
CC(C)(C)OC(=O)N1CCC(c2c(C(=O)O)cnn2-c2ccc(Cl)cc2)CC1	?	-17	-2	-6%	?	-4%	0%
CCCSc1nnc(-c2ccccc2N)c(=O)[nH]1	50%[activator]	93*	31	-3%	nt	-3%	-1%
CCCCOC(=O)CCCN1C(=O)/C(=C2\SC(=S)N(CCCC(=O)OCCCC)C2=O)SC1=S	-3%	-4	-2	-10%	11%	6%	0%
CC(C)n1cc(CN2CCN(C)C(CCO)C2)c2ccccc21 (centres undefined)	1%	-1	2	-2%	?	-4%	9%
COC(=O)C1CCN(CC(=O)NC(=O)NC2CCCCC2)CC1	0%	22	4	-25%	32%[activator]	0%	0%
CCOc1ccc(-c2nnc(-c3ccncc3)o2)cc1	291%[activator]	126	50*	18%	2.9µM*	-10%	-11%
O=C1CN(C(=O)NCC(=O)N[C@H](C(=O)O)c2ccccc2)c2ccccc2N1	8%	6	5	0%	67%[activator]	-8%	0%
COc1ccc(-c2c(C)[nH]n3c(=O)c(Cc4ccccc4)c(C)nc23)cc1	?	8	1	39%[activator]	49%[activator]	3%	0%
C=C(C)c1cccc(C(C)(C)NC(=O)N2CCN(C/C=C/c3ccccc3)CC2)c1	3%	-9	-3	14%	?	1%	4%
COc1ccc2[nH]c(=O)c(CN(Cc3nnnn3Cc3ccc(F)cc3)CC3CCCO3)cc2c1 (centres undefined)	-22%	-6	-2	8%	nt	4%	-3%
CC(C)C(NC(=O)Nc1ccccc1)C(=O)Nc1cccc(S(=O)(=O)N(C)C)c1 (centres undefined)	?	-3	-2	-13%	-11%	-6%	-4%
Cc1ccccc1-n1c(C)n[nH]c1=S	3%	-8	-3	-16%	?	?	?

(more compounds)
Compound	Pf growth 48h	Shiga toxin inh	CHX counter	AMA1 RON2 block	Pf growth 96h	LmPK inhibitor	TbPYK inhibitor
COC(=O)c1ccc(NCCc2csc(-c3ccc(C)cc3)n2)c([N+](=O)[O-])c1	19%	-5	-2	0%	31%[activator]	1%	nt
CCCCc1nn(-c2cc(Cl)ccc2OC)c2c1C(=O)CCC2	nt	-21	6	-2%	?	10%	-16%
O=S(=O)(c1ccccc1)c1nc(-c2ccco2)oc1NCc1cccnc1	?	16	2	-8%	-1%	1%	-12%
O=c1ccc(Oc2nc(N3CCOCC3)nc(N3CCOCC3)n2)nn1-c1ccccc1	nt	3	8	-4%	-14%	-4%	-16%
C#C[C@@]1(O)CC[C@@H]2[C@H]3CCC4=C/C(=N\O)CC[C@H]4[C@@H]3CC[C@]21CC	-27%	nt	nt	nt	?	nt	5%
COc1ccc(C[C@H]2CN3C(=NC[C@H]3C)N2CCNC(=O)CCC2CCCCC2)cc1	?	-13	5	-13%	6.6µM*	-1%	3%
COc1cccc(-n2c(Cc3cc(=O)[nH]c(=O)[nH]3)nnc2SCC(=O)N2CCCCC2)c1	nt	-6	-6	0%	33%[activator]	14%	-13%
O=C(c1ccc(F)cc1)C1CCN(Cc2cn[nH]c2-c2ccc(F)cc2)CC1	4%	-9	-2	-4%	5%	1%	-7%
Cc1ccc(-n2c(SCC(N)=O)nnc2-c2cccnc2)c(C)c1	4%	-7	-1	0%	?	0%	9%
Cc1ccc(NC(=O)CN2CCC(NC(=O)Cc3ccccc3)CC2)c(C)c1	5%	-17	-4	7%	?	0%	1%
Cc1ccc(CN2CCN(Cc3ccc(C)s3)CC2CCO)cc1 (centres undefined)	-24%	1	0	-13%	?	1%	1%
CCOc1ccccc1NC(=O)C1C2CCC(O2)C1C(=O)O (centres undefined)	75%[activator]	13	-1	-9%	0%	0%	-1%
CN(C)/C=C(\C#N)C(=O)Nc1ccc(F)cc1	84%[activator]	50*	16*	-1%	156%[activator]	-14%	-2%
CCOC(=O)C1=C(C)N=C2SC(C)C(=O)N2C1c1ccc(OCC)c(OCC)c1 (centres undefined)	12µM*	-7	1	-4%	39%[activator]	4%	3%
CN(C)C=NC(=O)c1cc(C(=O)c2ccccc2Cl)c[nH]1	18%	13	0	17%	?	0%	1%
CCOC(=O)C1=C(N)Oc2c(oc(CO)cc2=O)C1c1ccccc1 (centres undefined)	14%	7	-5	-5%	?	-12%	4%
O=S(=O)(NCC1CCCO1)c1ccccc1F (centres undefined)	11%	-2	7	11%	16%	4%	-4%
NC(=O)Cn1cc(C(=O)COc2ccccc2)c2ccccc21	2%	-4	-5	nt	20%	0%	nt
COc1ccc(Oc2cccc(Cl)c2CNC(=O)CCC(=O)O)cc1	10%	-5	-2	-5%	4%	16%	3%
O=C1CC2CS(=O)(=O)CC2N1c1ccc(Oc2ccccc2)cc1 (centres undefined)	-2%	-9	4	-11%	nt	5%	1%

Random excerpt: 4 compounds from above
Compound	Pf growth 48h	Shiga toxin inh	CHX counter	AMA1 RON2 block	Pf growth 96h	LmPK inhibitor	TbPYK inhibitor
COc1ccc(Oc2cccc(Cl)c2CNC(=O)CCC(=O)O)cc1	10%	-5	-2	-5%	4%	16%	3%
CN(C)/C=C(\C#N)C(=O)Nc1ccc(F)cc1	84%[activator]	50*	16*	-1%	156%[activator]	-14%	-2%
COc1ccc(C[C@H]2CN3C(=NC[C@H]3C)N2CCNC(=O)CCC2CCCCC2)cc1	?	-13	5	-13%	6.6µM*	-1%	3%
CCOc1ccccc1NC(=O)C1C2CCC(O2)C1C(=O)O (centres undefined)	75%[activator]	13	-1	-9%	0%	0%	-1%

Remaining list, next part:
Compound	Pf growth 48h	Shiga toxin inh	CHX counter	AMA1 RON2 block	Pf growth 96h	LmPK inhibitor	TbPYK inhibitor
O=C(Nc1cccnc1)c1ccc2nc(-c3ccccc3)c(-c3ccccc3)nc2c1	-14%	5	-4	-3%	32%[activator]	1%	4%
Cc1ccc(-n2c(SCC(=O)O)nc3sc4c(c3c2=O)CCCC4)cc1	11%	44	5	-11%	2.9µM*	-4%	3%&3%
CC(NC(=O)c1cc(-c2ccc(Br)cc2)on1)c1ccccc1 (centres undefined)	23%	5	-1	-4%	2%	0%	5%
CCCCc1nc2c(=O)[nH]c3ccccc3c2o1	?	-12	-1	4%	-2%	8%	3%
Cn1ncc2nnn(-c3ccccc3)c(=O)c21	7%	-12	-1	-4%	0%	-2%	3%
O=C(CSc1nc2nc(-c3cccs3)cc(C(F)(F)F)c2c(=O)[nH]1)C(F)(F)F	nt	-7	-6	101%[activator]	-2%	-1%	-4%
COc1ccc(-n2nc3c(c2NC(=O)C2CCCC2)CS(=O)C3)cc1 (centres undefined)	nt	-7	0	8%	29%	-5%	-3%
COc1cccc(-n2nc3c(=O)n(Cc4ccccc4Cl)nc(C)c3c2C)c1	?	2	-4	15%	?	-1%	6%
CCCC1(C(=O)OCC)NC(c2ccc(N(C)C)cc2)C2C(=O)N(c3ccccc3)C(=O)C21 (centres undefined)	?	8	-1	8%	nt	-1%	-12%
Cc1ccc(NC(=O)Cn2cncc2-c2ccc([N+](=O)[O-])cc2)cc1C	-2%	-2	-2	6%	188%[activator]	3%	2%
